# Epigenetic reg = regulators of epigenetic silencing causing reporter derepression in mouse cells; murine LDR cells, GFP reporter derepression, 30 h; Potency, µM (doses to about 53.9 µM), for inactives: at the highest dose GFP activation, actives largely listed as activators; 280,000 compounds, 0.2% hits; active = well fitted activation curve with a large enough effect; inconclusive = small, poorly fitted or top-dose-only effect; also: % of control where 0% means no effect; nearly all actives have a fitted effect of over 60% in size
#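 Reporter derepression read as number of fluorescent GFP-positive objects, 20-120 um in size, counted by laser-scanning cytometer. Mouse LDR line with an epigenetically silenced CMV-GFP locus; compound incubation 30 h, 37 C.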
# The depositor's hits bear a star; ? = inconclusive. Potency is read from the fitted curve at half-maximal effect. This is a subset. The share of hits here may be higher or lower than overall.
SMILES,Epigenetic reg
COc1ccc(OC)c(C2NC(=O)NC(C)=C2C(=O)Nc2cc(C)cc(C)c2)c1 (stereo unspecified),-0.1%
COc1ccc(C(=O)N2CCC(c3c[nH]c4ccccc34)(c3c[nH]c4ccccc34)CC2)cc1,-1.9%
COc1cc(NC(=O)c2cc(-c3ccc(Cl)c(Cl)c3)on2)cc(OC)c1OC,-0.9%
COC(=O)COc1ccc(C2C(C(=O)OC)=C(C)NC3=C2C(=O)c2ccccc23)cc1OC (stereo unspecified),-0.8%
COC(=O)c1c(NC(=O)COc2ccc(OC)cc2)sc2c1CCC(C)C2 (stereo unspecified),-1.6%
Cc1ccc(-c2cc(NC(=O)c3cccc(C)c3)on2)cc1,0.0%
Fc1ccc(Nc2nc(-c3cccc(Cl)c3)c3c(n2)-c2ccccc2OC3)cc1,12.6%
CCn1c(=O)cc(OCC(=O)Nc2cc(Cl)c(OC)cc2OC)c2ccccc21,-1.1%
Fc1cccc(-c2nnn3c2nc(NCc2ccc4c(c2)OCO4)c2ccccc23)c1,-3.3%
Cc1ccc(C(=O)c2oc3ccccc3c2NC(=O)c2cc(=O)c3cc(C)ccc3o2)cc1,-1.9%
Cc1cc(C)cc(NC(=O)Cn2c(=O)c3ccccc3n3nncc23)c1,0.9%
COc1ccc(-c2cc(C(F)(F)F)nc(SCC(=O)N3CCCCC3)n2)cc1OC,1.9%
CC(CNC(=O)c1cc2ccccn2n1)c1ccccc1 (stereo unspecified),1.6%
CC(=O)N1CCc2c(sc3c2c(=O)n(-c2ccc(F)cc2)c(=O)n3Cc2cc(C)ccc2C)C1,0.8%
CCOC(=O)c1cnc2cc(-c3ccc(Cl)cc3)nn2c1-c1ccccc1,-1.9%
Cc1ccccc1N1CC(c2nc3ccccc3n2CCC2CCCCC2)CC1=O (stereo unspecified),-2.8%
CCn1c(=O)c2sccc2n2c(CCC(=O)NCc3ccc(Cl)cc3)nnc12,0.0%
O=c1oc2ccccc2cc1-c1cn2cc(Cc3ccccc3F)sc2n1,0.1%
CCOc1ccc(CNC(=O)Cn2nc(N3CCN(c4ccccc4)CC3)ccc2=O)cc1,7.1%
Cc1ccc(CN2C(=O)N(c3ccccc3)C(=O)C2CC(=O)Nc2ccccc2)cc1 (stereo unspecified),5.0%
COc1ccc(N(C(=O)c2cc(OC)c(OC)c(OC)c2)S(=O)(=O)c2ccc(C)cc2)cc1,-0.5%
COc1ccc(CCNC(=O)c2cnc3ccc(C)cn3c2=O)cc1OC,0.0%
Cc1nn(CCCC(=O)NCc2ccccc2Br)c(=O)c2c1sc1ccccc12,13.1%
Cc1[nH]c2ccccc2c1C1(O)C(=O)N(Cc2ccccc2)c2ccc(Br)cc21 (stereo unspecified),?
CCOc1ccc(-n2nc3ccc(NC(=O)c4ccc(-c5cccc(Cl)c5)o4)cc3n2)cc1,?

# Ordered by length of the SMILES (lowest first): part of the list above.
SMILES,Epigenetic reg
CC(CNC(=O)c1cc2ccccn2n1)c1ccccc1 (stereo unspecified),1.6%
Cc1ccc(-c2cc(NC(=O)c3cccc(C)c3)on2)cc1,0.0%
COc1ccc(CCNC(=O)c2cnc3ccc(C)cn3c2=O)cc1OC,0.0%
Cc1ccccc1N1CC(c2nc3ccccc3n2CCC2CCCCC2)CC1=O (stereo unspecified),-2.8%
Cc1cc(C)cc(NC(=O)Cn2c(=O)c3ccccc3n3nncc23)c1,0.9%
COC(=O)c1c(NC(=O)COc2ccc(OC)cc2)sc2c1CCC(C)C2 (stereo unspecified),-1.6%
CCn1c(=O)c2sccc2n2c(CCC(=O)NCc3ccc(Cl)cc3)nnc12,0.0%
Fc1ccc(Nc2nc(-c3cccc(Cl)c3)c3c(n2)-c2ccccc2OC3)cc1,12.6%
CCOc1ccc(CNC(=O)Cn2nc(N3CCN(c4ccccc4)CC3)ccc2=O)cc1,7.1%
Cc1[nH]c2ccccc2c1C1(O)C(=O)N(Cc2ccccc2)c2ccc(Br)cc21 (stereo unspecified),?
Cc1ccc(C(=O)c2oc3ccccc3c2NC(=O)c2cc(=O)c3cc(C)ccc3o2)cc1,-1.9%
COC(=O)COc1ccc(C2C(C(=O)OC)=C(C)NC3=C2C(=O)c2ccccc23)cc1OC (stereo unspecified),-0.8%
COc1ccc(N(C(=O)c2cc(OC)c(OC)c(OC)c2)S(=O)(=O)c2ccc(C)cc2)cc1,-0.5%
COc1ccc(C(=O)N2CCC(c3c[nH]c4ccccc34)(c3c[nH]c4ccccc34)CC2)cc1,-1.9%

# The list goes on:
SMILES,Epigenetic reg
Cc1ccc(-c2nc(N3CCN(c4ccccc4Cl)CC3)c3ccccc3n2)cc1,0.8%
CCC(C)NC(=O)c1ccccc1NC(=O)CN1C(=O)c2cccc3cccc1c23 (stereo unspecified),-0.1%
COc1cc(C(=O)N2CCN(C(=O)COc3cccc(C)c3)CC2)cc(OC)c1OC,-4.2%
Cc1ccc(-n2c(=O)c3ccc(C(=O)NCc4ccco4)cc3n(Cc3ccc(Cl)cc3)c2=O)cc1,-0.8%
CC1CC(=O)N(CC(=O)Nc2ccc(OC(F)(F)F)cc2)c2ccccc2S1 (stereo unspecified),0.0%
CC(C)(C)c1ccc(Cn2c(Cc3ccccc3)nc3ccccc32)cc1,1.0%
COc1cc(C2CC(=O)N(CC(=O)Nc3ccccc3F)c3ccccc3S2)cc(OC)c1OC (stereo unspecified),1.4%
CCCCN(CCCC)C(=O)C1CCN(S(=O)(=O)c2cccc3nsnc23)CC1,3.8%
Cc1cc(C)c(S(=O)(=O)Nc2cc(Cl)c3oc4c(c3c2)C(=O)CCC4)cc1C,?
Cc1ccc(CSc2nncn3c2cc2sccc23)cc1,2.1%
Cc1cc(C)cc(NC(=O)[C@H]2O[C@@H]3OC(C)(C)O[C@@H]3[C@H]3OC(C)(C)O[C@H]32)c1,-3.6%
CCCN(CCC)c1nc(-c2ccccc2F)nc2ccccc12,-0.8%
O=C(NCc1ccccc1Cl)c1ccc(CS(=O)(=O)c2ccc(Br)cc2)o1,-1.1%
O=C(Nc1cc2c(cc1C(=O)c1ccccc1)OCCO2)c1ccc(Br)cc1,-0.8%
Cc1ccc(CCNc2ncnc3onc(-c4ccc(Cl)cc4)c23)cc1,-1.1%
Cc1ccc(-c2nnc(Nc3ccc(Br)cc3)c3ccccc23)cc1S(=O)(=O)N1CCCCC1,-1.6%
COc1ccc(C2=C(Nc3ccc(C)c(C)c3)c3ccccc3C2=O)cc1,4.1%
CCc1nnc2c3ccccc3nc(Nc3ccc(F)c(Cl)c3)n12,0.7%
COc1ccc(-c2cc(C(=O)Oc3ccc(Cl)cc3)c3ccccc3n2)cc1,0.8%
COc1ccc2c(c1)c(N1CCCC1=O)c(C(=O)Nc1ccccc1C(F)(F)F)n2C,-1.5%
COC(=O)c1cc2c(cc1NC(=O)c1c(C)nn(-c3ccc(C)cc3)c1-n1cccc1)OCO2,2.8%
Cc1ccc(NC(=O)Cn2c(=O)n(Cc3nc(C)no3)c(=O)c3cc4c(cc32)OCO4)c(C)c1,-0.2%
CCn1c(=O)c2cc(C(=O)NCCCN(C)Cc3ccccc3)sc2c2ccccc21,4.4%
COc1ccc(-c2nc3n(n2)C(=O)CC(c2ccc(Cl)cc2)S3)cc1 (stereo unspecified),-0.8%
O=C(Nc1sc2c(c1C(=O)NCc1ccccc1)CCCC2)c1cc(=O)c2cc(Cl)ccc2o1,1.1%

# Next part
SMILES,Epigenetic reg
O=C(c1ccc2c(Cl)c3c(nc2c1)CCCC3)N1CCN(c2ccc(Cl)cc2)CC1,0.0%
CN(C)c1ccc(-n2c(CCC(=O)O)ccc2-c2ccccc2)cc1,1.0%
COc1ccc(OC)c(NC(=O)c2cc3c(n(-c4ccc(Cl)cc4)c2=O)CC(C)(C)CC3=O)c1,-0.6%
N=c1n(CCO)c2ccccc2n1Cc1ccccc1F,1.0%
COc1cc(NC(=O)N2c3ccccc3Sc3ccccc32)cc(OC)c1,5.0%
Cc1ccc(C)c(N2CCN(Cc3nnc(-c4ccccc4)o3)CC2)c1,2.0%
CCC(CC)c1nn2c(=O)cc(COc3ccc(NC(=O)c4ccccc4C)cc3)nc2s1,11.9%
COc1cc(NC(=O)Cn2cc(S(=O)(=O)N3CCC(C)CC3)c3ccccc3c2=O)cc(OC)c1OC,1.9%
Cn1c(=O)[nH]c(=O)c2c1nc1n(CCO)c(-c3ccccc3)cn21,-1.6%
CCN(CC)C(=O)C1=CC(c2ccc3c(c2)OCO3)=NS(=O)(=O)N1C,-2.4%
Cc1c(NC(=O)C(C)(C)Oc2ccc(Cl)cc2)cccc1-c1nc2ccccc2o1,-1.1%
CC1=C(C(=O)OCC2CCCCC2)C(c2ccc(Cl)cc2Cl)CC(=O)N1 (stereo unspecified),9.7%
CCN(C(=O)CN1C(=O)COc2ccc(S(=O)(=O)N3CCOCC3)cc21)c1ccc(OC)cc1,-0.2%
CCn1cc(C(=O)NCc2ccc(F)cc2)c(=O)c2cc(S(=O)(=O)N(C)C)ccc21,-0.9%
COc1ccc(OC)c(Nc2sc(C(=O)c3ccccc3)c(N)c2S(=O)(=O)c2ccccc2)c1,0.4%
Cc1ccc(CNC(=O)CN(C)S(=O)(=O)c2ccc(Br)s2)cc1,4.0%
Cc1ccc(-c2nc3cccc(C)n3c2Nc2ccc3c(c2)OCO3)o1,0.0%
Cc1ccc(Cl)cc1-n1nnc(-c2nsc(NC(=O)c3ccccc3Cl)n2)c1C,-0.7%
Cc1ccc2c(c1)C(=O)OC(C(=O)Nc1ncc(Cc3ccc(C(C)C)cc3)s1)C2 (stereo unspecified),0.0%
Cc1ccc(C)c(CN2C(=O)c3ccccc3S(=O)(=O)c3ccc(C(=O)N4CCCC4)cc32)c1,0.0%
O=C(c1cc2c(=O)oc3ccccc3c2s1)N1CCN(c2cccc(Cl)c2)CC1,-2.7%
COc1cccc(NC(=O)CN(CCc2ccccc2)S(=O)(=O)c2ccc(Cl)cc2)c1,-0.8%
Cc1cc(C)cc(NC(=O)CCCc2nnc3n(CC(C)C)c(=O)c4sccc4n23)c1,8.8%
CCN(c1ccccc1)S(=O)(=O)c1cc(Br)cc2c1N(C(=O)C1CC1)CC2,-1.8%
CCOC(=O)c1cccc(NC(=O)N2CC=C(c3c[nH]c4ccccc34)CC2)c1,?

# Remaining list, next part:
SMILES,Epigenetic reg
COc1ccc(C)cc1NC(=O)c1cnc2ccc(C)cn2c1=O,0.0%
Cc1ccc(NC(=O)CSc2nc(-c3ccc(F)cc3)cc(C(F)(F)F)c2C#N)cc1,?
CC1CCN(CCCNC(=O)c2cn(C)c3ccc(S(=O)(=O)N(C)C4CCCCC4)cc3c2=O)CC1,4.0%
CCCCOc1ccc(C(=O)Nc2sc3c(c2C(=O)OCC)CCCCC3)cc1,-1.6%
CC1=C(C(=O)OC2CCCC2)C(c2ccccc2C(F)(F)F)CC(=O)N1 (stereo unspecified),2.2%
Cc1ccc(NC(=O)C2CCN(c3nnc(C)c4c(C)n(-c5ccccc5)nc34)CC2)c(Cl)c1,-1.6%
CCOCN(C(=O)Cn1cnc2cc(C)c(C)cc21)c1c(C)cccc1CC,-2.3%
COc1ccc(CCNC(=O)c2cnc3sc(N4CCOCC4)nn3c2=O)cc1OC,-1.5%
COc1ccc(CNC(=O)c2cc(=O)c3cc(C)ccc3o2)cc1,-0.8%
CCOC(=O)c1ccc(NC(=O)C2CCN(S(=O)(=O)c3ccc(C)cc3)CC2)cc1,2.9%
CCOC(=O)c1c(C)[nH]c(C)c1S(=O)(=O)N1CCC(C(=O)NCc2ccc(F)cc2)CC1,-1.1%
COc1cccc(CN2C(=O)c3ccccc3C2C(=O)NCCc2ccccc2)c1 (stereo unspecified),-0.7%
CCC(=O)N1CCc2cc(S(=O)(=O)CCC(=O)NCc3ccccc3Cl)ccc21,-0.7%
COc1ccc(-c2noc(-c3nnn(-c4ccc(C)cc4C)c3C)n2)cc1,2.6%
COc1cc(OC)cc(C(=O)Nc2ccc(-c3nc4cc(C(C)C)ccc4o3)cc2)c1,-0.8%
Cc1ccc(-c2ccc(CCC(=O)O)n2-c2ccc(C(N)=O)cc2)cc1,0.0%
CCn1cc(C(=O)NCc2ccccc2Cl)c(=O)c2cc(S(=O)(=O)N3CCOCC3)ccc21,0.4%
CCOC(=O)c1nnn(CC(=O)Nc2cc(C)cc(C)c2)c1C(=O)OCC,-3.8%
CCOc1ccc(C(=O)c2cn(Cc3ccc(Cl)cc3)c3cc(OC)c(OC)cc3c2=O)cc1,-1.1%
Cn1c(COc2ccccc2C(C)(C)C)nc2ccccc21,1.0%
CCOc1ccc(-n2nc3ccc(NC(=O)c4ccc(C)cc4C)cc3n2)cc1,0.0%
O=C(c1ccc2c(c1)N(Cc1ccccc1F)C(=O)c1ccccc1S2(=O)=O)N1CCCC1,-1.1%
CCOc1ccccc1NC(=O)Cn1c(=O)n(-c2ccc(C)cc2)c(=O)c2c1cnn2C,1.1%
Cc1cc(C)c2nc(N3CCCC(C(=O)NCc4cccc(Cl)c4)C3)sc2c1 (stereo unspecified),0.8%
COc1ccc(NC(=O)c2c(C)oc3ccc(O)c(CN4CCN(C)CC4)c23)cc1Cl,0.3%

# (more compounds)
SMILES,Epigenetic reg
CCSc1ncc(Cl)c(C(=O)Nc2cccc(Cl)c2)n1,-1.9%
COc1ccc(CCNC(=O)Cn2ccc3cc(S(=O)(=O)N4CCCCC4)ccc32)cc1OC,1.3%
COc1ccc(-n2c(SCC(=O)NCc3ccc(Cl)cc3)nc3ccsc3c2=O)cc1,-2.5%
Cc1ccccc1-c1noc(CSc2nc3ccccc3[nH]2)n1,15.0%
Cc1noc(C)c1S(=O)(=O)Nc1ccc(C(=O)Nc2ccc(Br)cc2)cc1,-0.8%
Cc1ccc(S(=O)(=O)c2nc(-c3ccccc3F)oc2N2CCCCC2)cc1,0.1%
COc1ccc(N2CCN(CC(O)COc3ccccc3C(C)(C)C)CC2)cc1 (stereo unspecified),1.6%
COc1cccc(-c2cn3ncsc3n2)c1,2.9%
Cc1ccc(NC(=O)Cn2nc(-c3ccc(Cl)cc3)c3ccccc3c2=O)cc1,5.8%
COc1cccc(-c2ccc3c(N)c(C(=O)Nc4ccc(Cl)cc4F)sc3n2)c1,3.6%
COCCCNC(=O)CCCn1c(SCC(=O)c2ccc(Br)cc2)nc2c(sc3ccccc32)c1=O,0.0%

# Compound activity deposited in PubChem by National Center for Advancing Translational Sciences (NCATS).
